Screens as filed in PubChem BioAssay.
Hck Nef HTS: human Hck-Nef kinase inhibition; inhibition, % at 20 µM; Recombinant Hck-YEEI plus Nef, Z-Lyte FRET kinase assay; actives 0.68% (n = 220,000); AID 463187; P08631;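 active = Hck-Nef kinase inhibition above about 50%, limit read from the data; inactive = inhibition below that limit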;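 note: 0% = DMSO with Hck plus Nef and 100% = Hck alone without Nef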
14-3-3 Bad PPI: disrupts binding of bovine 14-3-3 zeta to phospho-Bad peptide. inhibition, % at 21.7 µM. AID 781. P63103. TR-FRET 14-3-3zeta/Dy647-pBad peptide displacement, 1 h. actives 0.71% (n = 220,000);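 active = inhibition above about 70%, limit read from the data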;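 note: 0% = full 14-3-3 plus peptide FRET controls and 100% = background without 14-3-3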
Target sequence (P63103 whole entry, looked up): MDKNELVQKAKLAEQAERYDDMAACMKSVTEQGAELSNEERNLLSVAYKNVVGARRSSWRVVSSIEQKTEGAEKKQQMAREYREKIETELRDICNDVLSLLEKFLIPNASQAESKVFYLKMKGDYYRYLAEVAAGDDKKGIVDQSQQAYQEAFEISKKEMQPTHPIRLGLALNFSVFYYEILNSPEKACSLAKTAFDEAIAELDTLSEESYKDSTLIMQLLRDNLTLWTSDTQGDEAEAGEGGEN
Runt-CBFb FRET: inhibitors of human RUNX1 Runt domain binding to CBFb; Q01196+Q13951; actives 0.46% (n = 220,000); Cerulean-Runt/Venus-CBFb FRET ratio 530/480, 1 h; AID 1496; inhibition, % at 20 µM;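 active = inhibition over about 50% at 20 µM in the single-dose screen, limit read from the data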;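 note: 0% = DMSO wells and 100% = excess unlabeled CBFb competitor control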
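Assay system: Cerulean-Runt domain / Medium: Tris 50 mM pH 7.5, KCl, K2SO4, 0.01% BSA / Timing: protein complex preformed 1 h, compound exposure 1 h, room temperature, dark / Measured by: FRET, excitation 422 nm, emission at 530 and 480 nm / Evaluation: loss of energy transfer signal / Control set: 5 µM unlabeled CBFb as full-inhibition high control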
Thrombin inh: thrombin (human) inhibition | inhibition, % at 5 µM | actives 0.26% (n = 220,000) | alpha-thrombin, Boc-VPR-AMC fluorogenic substrate cleavage;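 active = inhibition at or above 40%; inactive = inhibition below 40%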;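 note: 0% = enzyme with no compound and 100% = wells without enzyme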
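Material: Human alpha-thrombin protein | Buffer or medium: pH 7.5 Tris-saline with Tween 20 | Reagent: Boc-VPR-AMC substrate, 15 µM final | Schedule: Reaction at ambient temperature | Detection: AMC fluorescence at 355 nm excitation and 460 nm emission | Evaluation: Percent inhibition scaled between no-compound controls and no-enzyme blanks | Controls: no-compound enzyme wells and no-enzyme blanks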
hK5 inh: inhibitors of human kallikrein 5 | actives 0.59% (n = 210,000) | Q9Y337 | AID 873 | recombinant hK5, fluorogenic AMC substrate cleavage | inhibition, % at 5 µM;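 active = inhibition of 40% or more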;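 note: 0% = enzyme controls without compound and 100% = no-enzyme blanks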
Target sequence (Q9Y337 67-293 limits assumed): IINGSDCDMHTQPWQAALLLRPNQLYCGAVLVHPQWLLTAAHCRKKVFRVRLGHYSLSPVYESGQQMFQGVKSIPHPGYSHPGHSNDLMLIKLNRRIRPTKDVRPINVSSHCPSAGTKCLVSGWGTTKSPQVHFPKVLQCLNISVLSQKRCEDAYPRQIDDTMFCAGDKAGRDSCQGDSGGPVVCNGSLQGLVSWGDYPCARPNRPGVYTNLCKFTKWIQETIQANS
FXIa inh 1536: factor XIa (human) inhibition | P03951 | purified FXIa, Boc-Glu-Ala-Arg-AMC fluorogenic substrate | inhibition, % at 5 µM | actives 0.14% (n = 220,000) | AID 798;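 active = inhibition of at least 40%; inactive = inhibition below 40%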;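 note: fluorescence of freed AMC excited at 355 nm; 0% = enzyme without compound and 100% = no enzyme blank; many of its hits are not listed in these tables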
Runt-SMMHC FRET: inhibitors of human RUNX1 Runt domain binding to CBFb-SMMHC; Cerulean-Runt/Venus-CBFb-SMMHC FRET ratio 530/480, 1 h; actives 0.74% (n = 220,000); Q01196+Q13951; inhibition, % at 20 µM;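 active = mean inhibition across duplicate retests at 20 µM reaching about 50%, limit read from the data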;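 note: 0% = DMSO wells and 100% = wells with excess untagged CBFb-SMMHC; inhibitors lower the FRET ratio by blocking Runt binding to CBFb-SMMHC; some results filed as inactive read as strong as hits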
Wee1 stabilizer: blocks degradation of human Wee1 kinase. P30291. HeLa Luc-Wee1K328M stability, luciferase luminescence; 100% = proteasome inhibitor MG132 effect. reporter increase, % at 5 µM. actives 1.2% (n = 220,000);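 active = activation above the mean of all tested compounds plus 3 SD, set per screening run, cut at about 8.8% in these data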;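 note: cells exposed to compound for 20 h before luminescence read; 0% = DMSO alone and 100% = MG132 at 30 µM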
FXIIa inh: factor XIIa (human) inhibition | purified FXIIa, Boc-QGR-AMC fluorogenic substrate, 2 h | inhibition, % at 5 µM | actives 0.3% (n = 220,000) | AID 800; in the data active = inhibition above about 40%;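 note: 0% = enzyme with no compound and 100% = blank without enzyme; many of its hits are not listed in these tables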
Target sequence (P00748 20-372 limits assumed): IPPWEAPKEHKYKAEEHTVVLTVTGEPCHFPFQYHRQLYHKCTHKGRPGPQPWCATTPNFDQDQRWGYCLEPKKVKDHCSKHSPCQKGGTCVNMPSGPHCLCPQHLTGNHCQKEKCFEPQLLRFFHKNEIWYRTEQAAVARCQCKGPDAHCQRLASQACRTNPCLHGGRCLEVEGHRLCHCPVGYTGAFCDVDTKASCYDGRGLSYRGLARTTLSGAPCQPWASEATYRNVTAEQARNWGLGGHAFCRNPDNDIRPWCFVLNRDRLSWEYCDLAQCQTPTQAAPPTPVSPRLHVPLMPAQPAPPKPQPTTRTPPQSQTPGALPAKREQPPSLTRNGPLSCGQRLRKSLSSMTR
Target sequence (P00748 373-615 limits assumed): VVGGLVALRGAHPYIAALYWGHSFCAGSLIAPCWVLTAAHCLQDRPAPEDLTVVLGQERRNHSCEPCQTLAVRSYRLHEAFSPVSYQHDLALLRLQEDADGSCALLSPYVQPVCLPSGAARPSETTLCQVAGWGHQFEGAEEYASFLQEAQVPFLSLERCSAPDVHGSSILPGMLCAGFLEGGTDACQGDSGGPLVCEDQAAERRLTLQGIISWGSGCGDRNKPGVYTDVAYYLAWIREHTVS
Active calls of the source: *; / = no result given; [ ] = remark or other dose.

Hck Nef HTS	14-3-3 Bad PPI	Runt-CBFb FRET	molecule	Thrombin inh	hK5 inh	FXIa inh 1536	Runt-SMMHC FRET	Wee1 stabilizer	FXIIa inh
27	-6	-1	CC(C)C(OC(=O)c1ccccc1)c1nccc2ccccc12 (stereo not given)	-6	-3	-5	-1	2	5
-27	-13[fluorescence artefact?]	2	CC(=O)Oc1ccc(C(=O)Nc2ccc3c(c2)C(=O)N(CCC(=O)O)C3=O)cc1	2	-72	1	0	-1	9
-1	5	70*	Cc1cccn2c(=O)c3cc(C#N)c(=N)n(Cc4ccncc4)c3nc12	0	-26	-8	130*	-1	-10
14	-9	0	CN(c1ccccc1)S(=O)(=O)c1cccc(C(=O)Nc2nccs2)c1	2	-1	-3	1	-1	3
1	7[fluorescence artefact?]	1	Cc1nn(CC(=O)O)c(=O)c2ccccc12	-5	0	-11	-2	1	6
0	7	-21	CCc1ccc(/C(C)=N\Nc2ccc([N+](=O)[O-])cc2)cc1	2	10	-12	-51	7	13
-3	7	10	COc1ccc(CN2CCC(C(=O)N3CCCC(C)C3)CC2)cc1OC (stereo not given)	-6	-8	-2	4	-2	8
0	-1	-3	CCCN(CCC)S(=O)(=O)c1ccc(C(=O)N2CCOCC2)cc1	4	-5	5	-2	1	23
7	2	-1	Cc1cc(C(F)(F)F)nc(-n2cc(-c3cccc(N)c3)nn2)n1	-1	/	-1	1	7	9
25	-7	26	Cc1sc2nc(-c3ccccn3)[nH]c(=O)c2c1-c1ccccc1	-14	-12	-3	10	-4	5
-2	35	1	Cc1cc(NC(=O)c2cc(-c3ccc4c(c3)OCO4)on2)n(-c2ccccc2)n1	-18	2	1	6	7	-8
0	-3	-2	CC(C)c1ccc(C(CC(=O)c2ccc(Cl)cc2)C(=O)O)cc1 (stereo not given)	-3	-9	-5	1	-3	3
0	12	1	CC(=O)N1CCc2cc(C(=O)CN3CCCN(Cc4ccc(F)cc4)C3)ccc21	3	-3	4	1	1	29
-1	0[fluorescence artefact?]	-1	Nc1nc(C2CCCN2S(=O)(=O)c2ccc(Cl)cc2)cs1 (stereo not given)	-14	-15	-2	9	1	4
0	1	-1	COc1ccccc1N1CCN(C(=O)CSc2nnc(NC(=O)C3CCC3)s2)CC1	1	-28	5	4	1	14
1	-4[fluorescence artefact?]	0	COc1ccc(Nc2nc(N)nc(CSCCO)n2)cc1	-11	-29	2	1	-1	21
2	-11[fluorescence artefact?]	2	CCC(=O)NC(=S)Nc1ccc(S(=O)(=O)N2CCN(C)CC2)cc1	-6	-11	0	1	-2	0
-1	-13	-5	CC(C)CCNC(=O)CN(CCN1CCOCC1)C(=O)Cn1nnc(-c2ccc(F)cc2)n1	-3	-22	-1	4	-2	10
8	6	1	O=C(O)c1cccc(Nc2c([N+](=O)[O-])c(=O)oc3ccccc23)c1	2	-1	12	-1	2	7
-5	6[fluorescence artefact?]	-2	COc1ccc(-c2cc(C#N)nc(N3CCN(C)CC3)n2)cc1	2	-4	7	1	1	9
5	16	1	Cc1ccc(C2CC(=O)NC(SCC(=O)Nc3nccs3)=C2C#N)cc1 (stereo not given)	0	-11	4	24	4	16
-8	-1	-2	CCOC(=O)c1ccc(NC(=O)C2CCN(C(=O)c3ccc(OC)c(OC)c3)CC2)cc1	5	-7	6	0	1	20
-2	8	0	NC(=O)CSc1nnc(Cn2c(=O)sc3ccccc32)n1-c1ccccc1	-3	-2	-7	0	-1	-3
21	65[fluorescence artefact?]	0	Cc1ccsc1-c1nc(C(N)=O)c2[nH]c(=O)n(-c3ccc(Cl)cc3)c2n1	0	-20	10	5	-2	3
-4	-5	-8	CCCc1n(CC(O)COCc2ccccc2)c2ccccc2[n+]1C (stereo not given)	0	1	-1	13	-1	9
-1	1	-3	Cc1cc(OC(=O)CNC(=O)OC(C)(C)C)c2c(C)cc(=O)oc2c1	0	-3	-2	-4	0	8
5	4	0	O=c1[nH]c(-c2ccccc2)nnc1-c1ccccc1	-2	3	-5	2	1	6
0	9	-1	Cc1c(Cl)c([N+](=O)[O-])nn1CC(=O)Nc1c(C)n(C)n(-c2ccccc2)c1=O	-1	-21	-5	1	-3	2
25	-13	1	O=C(COC(=O)c1ccccc1C(=O)c1ccc(Cl)c([N+](=O)[O-])c1)NC1CC1	-16	4	-1	-2	-2	5
-1	/	4	Cc1ccc2[nH]c(=O)c(C(c3nnnn3CC3CCCO3)N3CCc4ccccc4C3)cc2c1 (stereo not given)	-3	-8	2	13	-1	13
-1	6	-1	Cc1ccc(C(c2sc3nc(C)nn3c2O)N2CCOCC2)cc1 (stereo not given)	1	8	0	2	0	15
20	-20	-2	O=C(Nc1sc2c(c1C(=O)O)CCCCC2)c1ccccc1F	-8	-1	1	0	1	9
-2	-7	-5	Cc1ccc(C2C(=O)N(C3CCC(C)CC3)CC(=O)N2C2CCCC2)cc1 (stereo not given)	16	-19	-10	1	-1	-48
-1	6	1	O=C(NCc1ccco1)c1cc(-c2ccccc2)on1	3	-10	-1	0	-1	19
2	-2	-5	CCOC(=O)C1CCCN(CC(=O)Nc2c(C(=O)OC)[nH]c3ccc(Cl)cc23)C1 (stereo not given)	4	-7	4	1	-2	14
-9	6	0	CCOc1ccc(CNC(=O)c2ccco2)cc1	5	-5	-3	-3	1	4
-2	-4	4	COc1ccc(C(=O)CSc2nnc(C3CC3)n2N)cc1	5	-4	6	4	3	13
-2	-9	4	O=C(OCC(=O)N1N=C(c2ccc(Cl)cc2)CC1c1ccco1)c1ccccc1O (stereo not given)	-1	-11	5	-6	1	5
2	-5	-1	CCNC(=O)NC(=O)C(C)OC(=O)c1oc2ccc(OC)cc2c1C (stereo not given)	2	-6	-1	0	0	7
29	-4	-1	O=S(=O)(c1ccc(N2CCCC2)nc1)N1CCCC1	-9	-8	1	-1	-3	11
0	-2[fluorescence artefact?]	-2	CC(=O)N1[C@H](Cc2ccccc2)C=C[C@]1(C)C(=O)NCCc1c[nH]c2ccccc12	-2	-8	-6	1	-1	5
12	6	-2	CC(C(=O)O)n1cc(Cl)cn1 (stereo not given)	15	51*	25	-1	-1	27
25	-5	-8	CCOc1ccc(CCNC(=O)C2=C(C)C(=O)OC23CCC(C)CC3)cc1OCC (stereo not given)	-3	2	3	4	4	13
-7	5	0	CCOCCCNC(=O)Cn1nc(-c2ccccc2)ccc1=O	-3	-11	-4	2	-1	0
-3	1[fluorescence artefact?]	-2	CC1(C(=O)O)C=CCN1C(=O)c1ccccc1 (stereo not given)	1	-7	3	-1	-1	15
2	46	-1	COc1ccc(CNC(=O)c2cc(-c3ccncc3)nc3c(C)cc(C)cc23)cc1OC	4	-16	-2	-6	-1	3
-3	5	-3	Clc1cccc(Cl)c1CSc1nnc(-c2ccncc2)s1	2	13	9	-2	2	7
3	2	11	O=C(O)c1cc(Cl)c(Cl)cc1C(=O)Nc1cccc2ncccc12	-3	-9	6	-1	-2	6

Next section, starting with the last 2 of the part before.
Hck Nef HTS	14-3-3 Bad PPI	Runt-CBFb FRET	molecule	Thrombin inh	hK5 inh	FXIa inh 1536	Runt-SMMHC FRET	Wee1 stabilizer	FXIIa inh
-3	5	-3	Clc1cccc(Cl)c1CSc1nnc(-c2ccncc2)s1	2	13	9	-2	2	7
3	2	11	O=C(O)c1cc(Cl)c(Cl)cc1C(=O)Nc1cccc2ncccc12	-3	-9	6	-1	-2	6
0	-9	-1	C/C(=N\NC(=O)c1ccc(Cl)c(Cl)c1)c1cccc(NC(=O)C(C)C)c1	-5	-5	-7	-1	-3	11
2	-5	-3	Cc1ccc(-c2nnn(CC(=O)N(c3ccccc3F)C(C(=O)NCC3CCCO3)c3c[nH]c4ccccc34)n2)cc1 (stereo not given)	3	-4	7	-1	-2	2
19	13	-3	O=C(CCNC(=O)c1ccc([N+](=O)[O-])cc1)Nc1nccs1	-2	4	-7	3	-1	3
-22	-2	0	O=C(Nc1ccc(Br)cc1Cl)Nn1cnnc1	-3	-7	-6	6	-2	6
1	5[fluorescence artefact?]	-10	Cc1ccc(-c2ccc(/C=N\NC(=O)C3C(=O)NCC3c3ccccc3)o2)cc1Cl (stereo not given)	-2	-2	4	-9	-1	9
15	-5	/	Cc1ccc(O)c(-c2cc(-c3cccc(Br)c3)n[nH]2)c1	-1	-2	-2	/	2	4
0	-12	-3	Cc1cc(C(=O)OCn2nnc3ccccc3c2=O)c(C)n1-c1ccccc1	0	0	8	-5	3	17
25	4	-6	COc1cc2nc(CN3CCN(C(c4ccccc4)c4ccccc4)CC3)[nH]c(=O)c2cc1OC	0	3	0	-9	1	8
0	-20[fluorescence artefact?]	0	Cc1ccc(-c2n[nH]c(=S)n2C)cc1	-10	-24	0	5	-3	18
9	13[fluorescence artefact?]	-1	O=C(CC(NC(=O)c1ccccc1Cl)c1ccccc1)Nc1ccc2c(c1)OCO2 (stereo not given)	3	4	1	3	4	19
24	-10	4	CC(=O)Nc1ccc(-c2csc(NC=C3C(=O)OC(C)(C)OC3=O)n2)cc1	3	-4	0	-1	1	8
6	-5[fluorescence artefact?]	-1	O=C(CNC(=O)c1ccc(-c2ccccc2)cc1)OCc1c(F)cccc1Cl	1	-1	10	3	3	15

Next section (three carried over from the part before).
Hck Nef HTS	14-3-3 Bad PPI	Runt-CBFb FRET	molecule	Thrombin inh	hK5 inh	FXIa inh 1536	Runt-SMMHC FRET	Wee1 stabilizer	FXIIa inh
9	13[fluorescence artefact?]	-1	O=C(CC(NC(=O)c1ccccc1Cl)c1ccccc1)Nc1ccc2c(c1)OCO2 (stereo not given)	3	4	1	3	4	19
24	-10	4	CC(=O)Nc1ccc(-c2csc(NC=C3C(=O)OC(C)(C)OC3=O)n2)cc1	3	-4	0	-1	1	8
6	-5[fluorescence artefact?]	-1	O=C(CNC(=O)c1ccc(-c2ccccc2)cc1)OCc1c(F)cccc1Cl	1	-1	10	3	3	15
12	-12	-2	CC(=O)NC(=S)Nc1ccccc1N1CCCCC1	2	0	9	-34	-2	12
0	2[fluorescence artefact?]	-1	CCCOc1ccc(NC(=O)C(=O)NCCCn2ccnc2)cc1	-8	-3	-8	1	-1	-1
19	4	3	N#C/C(=N\Nc1ccc(Cl)c(Cl)c1)C(=O)C1CC1	-3	2	2	-9	2	8
13	-34	/	Oc1c(Cl)cc(Cl)cc1C1=NNC(c2ccc(Cl)cc2)C1 (stereo not given)	4	-17	-4	10	-1	4
23	-4	-2	COc1ccc(-c2[nH]ncc2CN2CCN(Cc3cccs3)CC2)c(F)c1	-10	-2	-5	2	-2	3
0	8	-2	Cc1[nH]nc2c1C(C(C)C)C(C#N)=C(N)O2 (stereo not given)	-5	1	-2	1	1	1
28	-4	-1	COc1ccc2c(C(=O)CCl)c[nH]c2c1	-2	-1	-1	-4	1	10
-11	-2[fluorescence artefact?]	-2	CC1=C(C(=O)N(C)C)C(c2cccs2)NC(=O)N1 (stereo not given)	2	-5	10	-1	-2	17
25	-18	1	CC(C)(C)NC(=O)c1cccnc1Sc1ccccc1	1	6	2	-1	1	12
